NPYLR7 ag: activates Aedes aegypti NPYLR7 receptor. hit rate 0.15% among 270,000. activation, % at 10 µM. AID 1259423. HEK293T NPYLR7/Galpha15, GCaMP6s calcium fluorescence; in the data active means activation above about 40%;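 further: 0% = vehicle and 100% = reference agonist at the receptor; some compounds past the cut are filed as inactive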
hcGAS lum: blocks human cGAS activity; Q8N884; inhibition, % at 12.5 µM; hit rate 0.081% among 290,000; recombinant h-cGAS, ATP depletion, Kinase-Glo luminescence;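 further: 0% = vehicle reaction and 100% = reaction without DNA for no activity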
Target sequence (Q8N884 whole entry, looked up): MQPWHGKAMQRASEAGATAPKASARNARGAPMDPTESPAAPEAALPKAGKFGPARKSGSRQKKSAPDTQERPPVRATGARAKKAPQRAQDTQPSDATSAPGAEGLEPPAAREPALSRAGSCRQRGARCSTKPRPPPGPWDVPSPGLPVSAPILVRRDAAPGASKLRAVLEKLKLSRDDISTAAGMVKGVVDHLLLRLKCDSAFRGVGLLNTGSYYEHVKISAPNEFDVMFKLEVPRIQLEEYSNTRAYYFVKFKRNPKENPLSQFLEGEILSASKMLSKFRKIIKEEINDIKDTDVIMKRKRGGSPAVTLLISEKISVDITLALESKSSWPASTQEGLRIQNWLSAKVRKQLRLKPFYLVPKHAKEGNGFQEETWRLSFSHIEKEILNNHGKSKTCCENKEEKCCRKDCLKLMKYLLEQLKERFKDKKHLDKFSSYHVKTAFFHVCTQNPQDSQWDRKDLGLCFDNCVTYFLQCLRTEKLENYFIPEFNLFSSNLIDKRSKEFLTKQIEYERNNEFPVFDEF
mcGAS lum: inhibitors of mouse cGAS | Q8C6L5 | recombinant cGAS, Kinase-Glo ATP depletion luminescence | inhibition, % at 12.5 µM | hit rate 0.15% among 160,000 | AID 1259399;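 further: 0% = negative control wells and 100% = reference inhibitor with no enzyme activity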
Active calls of the source: *; · = no result given; & = joins results of further samples. Unless noted, no stated cut-off is given here; in the data, active means inhibition above about 40%; inactive means the rest.

SMILES	NPYLR7 ag	hcGAS lum	mcGAS lum
COc1ccc(CCNC(=O)Nc2nn(Cc3ccc(COc4cccc(OC)c4)cc3)c3ccccc23)cc1	4	-1	-4
OC(CN1CCN(c2ccc(F)cc2)CC1)c1ccc(Cl)cc1 (centres undefined)	0	-1	·
Cc1cc(C)n(CC(C)CNC(=O)N2CC3CC4CC(C3)CC2C4)n1 (centres undefined)	-3	-8	·
COc1ccc(C2NC(=O)NC(O)(C(F)(F)F)C2C(=O)c2ccccc2)cc1 (centres undefined)	3	-6	-6
CC(C)SC(NC(=O)OCc1ccccc1)C(=O)N1CC=C(c2ccc(Cl)cc2)CC1 (centres undefined)	-3	0	3
CN(Cc1ccsc1)C(=O)C1(c2ccc(F)cc2)CCOCC1	12	-5	·
O=C(CSc1nnc(-c2ccccc2Cl)n1-c1ccccc1Cl)NCc1ccccc1	4	-4	-8
Cc1cc(NC(=O)NC(C)C23CC4CC(CC(C4)C2)C3)no1 (centres undefined)	2	-8	-6
COC(=O)Cn1c(CN2CC(C)OC(C)C2)nc2c1c(=O)n(C)c(=O)n2C (centres undefined)	3	-1	·
COCCN(Cc1ccc(OS(=O)(=O)c2ccc(F)cc2)cc1)C(=O)c1cccs1	0	1	-3
Cc1c(NC(=O)c2ccsc2)cccc1S(=O)(=O)NC1CC1	-2	-8	-15
Brc1ccc(Nc2ncnc3sccc23)c(Br)c1	15	-4	-5
COCCN1CCN(c2c3c(nc4ncnn24)CCCC3)CC1	23	-3	-6
CC(NC(=O)c1ccc(-c2ccc3c(c2)OCCO3)s1)c1ccc(Br)cc1 (centres undefined)	-4	-7	-7
CN1CCC(CN(CCc2ccccc2)Cc2ccccc2F)CC1	7	-8	·
COCC(=O)N(Cc1ccco1)Cc1cc(NC(=O)C2CC2)ccc1N(C)C	·	-6	-10
O=C1OC23CCC(CC2)N(C(=O)c2cccs2)C3CN1Cc1ccccc1 (centres undefined)	26	-4	-9
O=c1cc(-c2ccccc2O)oc2cc(O)ccc12	-15	1	·
CCN(CC)C(=O)Oc1ccc2c(ccn2Cc2ccccc2I)c1-c1ccc(F)c(Cl)c1	17	3	-4
CCC1CN(C(=O)c2ccc(CO)o2)CCC(=O)N1Cc1ccccc1 (centres undefined)	-9	-7	·
Cc1nc(C(C)C)ncc1C(=O)N(C)Cc1cccc2cnccc12	3	-4	-10
Cc1c(Br)c([N+](=O)[O-])nn1CC(=O)NCc1ccco1	-4	-3	-7
CCOC(=O)[C@@H]1CN2CCN(S(=O)(=O)c3ccccc3)C[C@@H]2[C@H]1c1ccccc1	3	-6	0
Nc1nonc1-n1nncc1-c1cccc2ccccc12	0	-2	-7

The final two records of the section above lead into the next:
SMILES	NPYLR7 ag	hcGAS lum	mcGAS lum
CCOC(=O)[C@@H]1CN2CCN(S(=O)(=O)c3ccccc3)C[C@@H]2[C@H]1c1ccccc1	3	-6	0
Nc1nonc1-n1nncc1-c1cccc2ccccc12	0	-2	-7
CC(Oc1ccc(F)cc1)C(=O)Nc1ccc(N2CCCC2=O)cc1 (centres undefined)	2	-9	·
CCc1cc(N2CCN(C(=O)OCc3ccccc3)CC2)n2ncnc2n1	·	-7	-7
COCCNC(=O)c1nn(-c2ccccc2F)c(=O)n(Cc2ccc(C(F)(F)F)cc2)c1=O	-6	3	0
CCCC(NC(=O)C1CCN(c2ccccc2[N+](=O)[O-])CC1)c1ccccc1 (centres undefined)	-4	-7	-8
O=C1C(Nc2cccc(C(F)(F)F)c2)=C(N2CCOCC2)C(=O)c2ccccc21	6	-3	·
Cc1nc(NCCNC(=O)c2c(F)cccc2Cl)cc(-n2cccn2)n1	-8	-2	-6
O=C1c2ccccc2C(=O)c2c(Nc3ccccc3Cl)ccc(Nc3ccccc3Cl)c21	-8	-2	-4
COc1cccc(OCCN2CCN(c3ncnc4c3CCNC4)CC2)c1	6	-6	·
COc1cc(/C=C2/SC(=Nc3ccccc3)NC2=O)ccc1OCC(=O)O	-9	-5	11
Cc1cccc(NC(=O)CCC2CCN(CC3CC=CCC3)CC2)c1 (centres undefined)	8	-3	·
O=C(NCCn1nc(-c2cccnc2)ccc1=O)Nc1ccc(OC(F)(F)F)cc1	15	-2	·
COCCN(CC(=O)N(CCc1ccc(OC)c(OC)c1)Cc1ccc(C)o1)C(=O)c1ccc(OC)cc1	10	-4	-6
CC(=O)N(Cc1csc(COc2ccc(C)cc2)n1)C1CC1	43	-4	-6
CC(=O)Nc1ccc(NC(=O)CSc2nc(=O)n(CC3CCCO3)c3c2CCC3)cc1 (centres undefined)	0	-5	-8
CCOc1ccccc1NC(=O)NCc1nnc(SCc2ccccc2C)n1-c1cc(Cl)ccc1Cl	16	-7	-4
Cn1nc2c3c(cccc3c1=O)-c1ccccc1-2	4	5	·
Cc1noc(C)c1COc1ccc(C(=O)N2CCN(C(=O)CN(C)C)CC2)cc1	1	-7	-12
O=C(O)c1ccc(CNCC2CCCCC2)cc1	-12	-4	-9
O=C(NCc1ccc(F)cc1)NNC(=O)c1cccn(Cc2cccc(F)c2)c1=O	5	3	·
CNC(=O)c1cccc(NC(=O)c2cc3c(C)nn(Cc4ccccc4)c3s2)c1	5	-9	-8
CCCCNC(=O)N1CCN(C(=O)c2cc(-c3ccc(F)cc3)n(-c3ccc(C)cc3)c2C)CC1	·	-2	-3
O=C(O)c1cc([N+](=O)[O-])cc2c1nnn2O	-2	-21	-6
O=C1NC2(CCN(Cc3ccncc3)CC2)Nc2cccc(F)c21	3	-1	-3
O=C(CSc1nnc(-c2ccco2)o1)NC1CC1	1	-10	·
O=C(NC(c1ccc(F)cc1)c1cnccn1)C1CCN(Cc2ccc(Cl)c(Cl)c2)CC1 (centres undefined)	16	-3	-2
CN(CCc1ccccc1)c1nc(CCN)nc2ccccc12	4	-8	-11
N#Cc1cc(CN2CCC(Nc3ncnc4sc(Cl)cc34)CC2)ccc1F	-3	0	-3
CCOc1ccccc1-n1nnc(C(=O)Nc2ccc(C)cc2C)c1C	-5	-2	0
CCc1ccc(S(=O)(=O)NCCn2nc(-c3cccnc3)ccc2=O)cc1	6	-5	·
CCCCC(=O)Nc1c(-c2cc(F)ccc2F)nc2cc(C)ccn12	-6	-3	-6
CCN(C)c1cc(Oc2ccc(F)c(Cl)c2)ncn1	-11	-5	-5
COCCOC1CCOC2(CCN(C(=O)c3sccc3C)CC2)C1 (centres undefined)	·	-11	-4
CN(Cc1cnn(C)c1)C(=O)C1CCCN(C(N)=O)C1 (centres undefined)	-4	-6	·
Cc1ccccc1-n1ncc(C(C)NC(=O)c2cccc(N3CCNC3=O)c2)c1C (centres undefined)	16	-6&-11	-11
CCC(c1ccc(OC)cc1)N(C)C(=O)c1cnc2ccccn12 (centres undefined)	13	-5	-9
Cc1nc(C)c(C(=O)Nc2c(C)nc3sccn3c2=O)s1	7	-8	-6
CCOC(=O)C1=C(C)N(Cc2cccc(C(=O)NC3CC3)c2)C(=O)CC1c1cccc(C)c1 (centres undefined)	·	-2	1
CC1=NN(Cc2ccc(F)cc2)c2nc3c(c(=O)n(Cc4ccc(F)cc4)c(=O)n3C)n2C1	3	-2	-6
O=C(CSc1ncccn1)NCC1Cc2cc(-c3cncnc3)ccc2O1 (centres undefined)	9	-7	·
Cc1sc(NC(=O)Cn2nc([N+](=O)[O-])c(Br)c2C)c(C(N)=O)c1C	1	-3	·
CN(Cc1ccccc1)C1(CNC(=O)c2ccc[n+]([O-])c2)Cc2ccccc2C1	6	-10	·
O=C(O)c1cccc(COc2ccc(F)cc2Br)c1	5	-12	·
COCCNS(=O)(=O)c1ccc2[nH]c(=O)[nH]c2c1	13	-4	·
COc1cccc(-n2nc(C(=O)NCc3ccc4c(c3)OCO4)c(=O)n(Cc3ccccc3Cl)c2=O)c1	1	-2	-6
CCCCCCCCC(=O)N1CCN(c2nc(-c3cccc(C)c3)nc(C)c2C(C)C)CC1	·	-6	-7
Cc1cc(C)c(N2C(=O)CC3(CCN=N3)C2=O)c(C)c1 (centres undefined)	3	-7	·
O=C(O)CCN1C(=O)/C(=C\c2ccc(-c3ccccc3)o2)SC1=S	-5	-2	-2
COc1ccccc1-c1cc(C(=O)NCc2ccco2)n2nc(-c3ccc(Cl)cc3)cc2n1	4	-1	-3
CCC(CC)C1C2=C(CC(C)(C)CC2=O)OC(=N)C1C#N (centres undefined)	10	1	·
O=C1CCC(C(=O)N2CCC(Cn3cccn3)CC2)CN1Cc1cccc(C(F)(F)F)c1 (centres undefined)	5	-8	·
COc1cc(Br)c(S(=O)(=O)Nc2ccc(C(=O)O)cc2C)cc1OC	6	-4	-5
Cc1cc(C)c(C#N)c(SCc2ccc(C(=O)N3CCCC3)cc2)n1	-2	-6	-16
CCOc1ccc(NC(=O)CSc2nc3[nH]ncc3c(=O)[nH]2)cc1	-4	-4	·
c1ccc(CNc2c(-c3ccc4c(c3)OCO4)nc3c(OCc4ccccc4)cccn23)cc1	·	2	0
CN(C)S(=O)(=O)N1CCC(C(=O)N2CCCCCCNC(=O)CC2)CC1	·	0	-1
COCC1CN(C(C)=O)CC12CCN(C(=O)CCc1c(C)nn(C)c1C)CC2 (centres undefined)	·	-12	-6
CC(c1ccco1)N(C(=O)Nc1cnn(-c2ncccn2)c1)C1CC1 (centres undefined)	-1	-5	·
O=C(c1ccc(CSc2nnc(-c3ccco3)n2-c2cccc(Cl)c2)cc1)N1CCCC1	2	-3	-4
Cc1ccc(C2CC(c3ccc(Br)cc3)n3nnnc3N2)cc1C (centres undefined)	6	-6	·
CC(C)CCn1c(=O)c2c(nc3n2CCCN3Cc2ccccc2)n(C)c1=O	24	-13	·

Filtered by structure: the entries above containing fluorine (21)
SMILES	NPYLR7 ag	hcGAS lum	mcGAS lum
OC(CN1CCN(c2ccc(F)cc2)CC1)c1ccc(Cl)cc1 (centres undefined)	0	-1	·
COc1ccc(C2NC(=O)NC(O)(C(F)(F)F)C2C(=O)c2ccccc2)cc1 (centres undefined)	3	-6	-6
CN(Cc1ccsc1)C(=O)C1(c2ccc(F)cc2)CCOCC1	12	-5	·
COCCN(Cc1ccc(OS(=O)(=O)c2ccc(F)cc2)cc1)C(=O)c1cccs1	0	1	-3
CN1CCC(CN(CCc2ccccc2)Cc2ccccc2F)CC1	7	-8	·
CCN(CC)C(=O)Oc1ccc2c(ccn2Cc2ccccc2I)c1-c1ccc(F)c(Cl)c1	17	3	-4
CC(Oc1ccc(F)cc1)C(=O)Nc1ccc(N2CCCC2=O)cc1 (centres undefined)	2	-9	·
COCCNC(=O)c1nn(-c2ccccc2F)c(=O)n(Cc2ccc(C(F)(F)F)cc2)c1=O	-6	3	0
O=C1C(Nc2cccc(C(F)(F)F)c2)=C(N2CCOCC2)C(=O)c2ccccc21	6	-3	·
Cc1nc(NCCNC(=O)c2c(F)cccc2Cl)cc(-n2cccn2)n1	-8	-2	-6
O=C(NCCn1nc(-c2cccnc2)ccc1=O)Nc1ccc(OC(F)(F)F)cc1	15	-2	·
O=C(NCc1ccc(F)cc1)NNC(=O)c1cccn(Cc2cccc(F)c2)c1=O	5	3	·
CCCCNC(=O)N1CCN(C(=O)c2cc(-c3ccc(F)cc3)n(-c3ccc(C)cc3)c2C)CC1	·	-2	-3
O=C1NC2(CCN(Cc3ccncc3)CC2)Nc2cccc(F)c21	3	-1	-3
O=C(NC(c1ccc(F)cc1)c1cnccn1)C1CCN(Cc2ccc(Cl)c(Cl)c2)CC1 (centres undefined)	16	-3	-2
N#Cc1cc(CN2CCC(Nc3ncnc4sc(Cl)cc34)CC2)ccc1F	-3	0	-3
CCCCC(=O)Nc1c(-c2cc(F)ccc2F)nc2cc(C)ccn12	-6	-3	-6
CCN(C)c1cc(Oc2ccc(F)c(Cl)c2)ncn1	-11	-5	-5
CC1=NN(Cc2ccc(F)cc2)c2nc3c(c(=O)n(Cc4ccc(F)cc4)c(=O)n3C)n2C1	3	-2	-6
O=C(O)c1cccc(COc2ccc(F)cc2Br)c1	5	-12	·
O=C1CCC(C(=O)N2CCC(Cn3cccn3)CC2)CN1Cc1cccc(C(F)(F)F)c1 (centres undefined)	5	-8	·

Bioassay records (PubChem BioAssay)

The order is random, and some 0.27% of all compounds hit somewhere here.
